Mito fusion yeast – qHTS Assay for Small Molecule Inhibitors of Mitochondrial Division or Activators of Mitochondrial Fusion; AID 485298, 2010; S. cerevisiae fusion-defective mutant growth rescue, CellTiterGlo 48 h; Potency, µM (top dose mostly 46.1 µM), inactives show at the highest dose growth rescue (activation), usual class: activators; actives 0.23% (n = 320,000);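 also: potency is read from the fitted curve at half-maximal effect; % of control where 0% means no effect; nearly all actives have a fitted effect of over 45% in size; temperature-sensitive fusion mutants such as fzo1-1 at 37 °C on non-fermentable ethanol glycerol medium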
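Growth-rescue viability read-out: after 48 h at the non-permissive 37C in glycerol/ethanol YPEG, yeast mitochondrial fusion mutants are measured by CellTiterGlo luminescence; compounds (23 nl pinned per well) restoring growth score as division inhibitors or fusion activators.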
VP16 counter – VP16 counterscreen qHTS for inhibitors of ROR gamma transcriptional activity; Drosophila S2 Gal4-VP16 UAS-luciferase, luminescence, 20 h; Potency, µM (top dose mostly 53.6 µM), for the others: at the highest dose activity, negative = inhibition, actives largely listed as inhibitors; actives 3.5% (n = 310,000);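 also: Gal4-VP16 expression switched on by copper sulfate through the metallothionein promoter; potency is read from the fitted curve at half-maximal effect; % is scaled to controls: 0 for no effect and ±100 for the full control effect; nearly all actives have a fitted effect of over 50% in size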
PKM2 activator – qHTS Assay for Activators of Human Muscle isoform 2 Pyruvate Kinase. Pyruvate kinase PKM (Homo sapiens), P14618. purified PKM2, Kinase-Glo ATP luminescence, activation; response scale: 0% is enzyme alone, no compound. Potency, µM (top dose mostly 57.5 µM), without a hit: at the top dose activation, actives largely listed as activators. actives 0.34% (n = 260,000). AID 1631, 2009; also: potency is read from the fitted curve at half-maximal effect; % is scaled to controls: 0 for no effect and ±100 for the full control effect; nearly all actives have a fitted effect of over 55% in size
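ATP formation by purified human PK-M2, quantified via coupled luciferase luminescence after 1 h at room temperature with 0.1 mM ADP and 0.5 mM PEP final.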
ELG1 DNA repair – qHTS screen for small molecules that inhibit ELG1-dependent DNA repair in human embryonic kidney (HEK293T) cells expressing luciferase-tagged ELG1. actives 2.3% (n = 330,000). HEK293T ELG1-luciferase reporter, luminescence, 16 h; DNA damage induced by 5-fluorouridine. Potency, µM (doses to about 46.1 µM), without a hit: top-dose activity change, negative = inhibition, hits mostly inhibitors; also: potency is read from the fitted curve at half-maximal effect; % is scaled to controls: 0 for no effect and ±100 for the full control effect; nearly all actives have a fitted effect of over 55% in size
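Overnight (16 hr) co-exposure of 2,000 cells/well to 5-fluorouridine and compound at 37 °C preceded detection. Luciferase was quantified via ONE-Glo luminescence; loss of signal denotes inhibition.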
Menin MLL FP TR – qHTS Assay for Inhibitors Targeting the Menin-MLL Interaction in MLL Related Leukemias: Competition With Texas Red Labeled MLL-derived Mutant Peptide; O00255; Menin + Texas Red MLL mutant peptide, fluorescence polarization; Potency, µM (titrated, usually from 61.6 µM), inactives show at the highest dose FP activity change, negative = inhibition, most hits filed as inhibitors; actives 0.23% (n = 270,000); active = well fitted inhibition curve with a large enough effect in the polarisation, with a control signal flat, not every such curve was filed as active; inconclusive = small, poorly fitted or top-dose-only effect, or effect the other way, or a change in a side signal; inactive = no such curve, though single readings can be large or run the other way; the % refers to the polarisation; also: potency is read from the fitted curve at half-maximal effect; % of control where 0% means no effect; many of its hits are not listed in these tables
FLuc modulator – qHTS profiling assay for firefly luciferase inhibitor/activator using purifed enzyme and Km concentrations of substrates (counterscreen for miR-21 project); purified FLuc, Km substrates, luminescence inhibition; Potency, µM (top dose mostly 57.5 µM), for inactives: at the highest dose activity change, negative = inhibition, actives largely listed as inhibitors; actives 6.9% (n = 360,000); AID 588342, 2011;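 also: potency is read from the fitted curve at half-maximal effect; plate controls were vehicle for no effect and reference inhibitor for full effect; nearly all actives have a fitted effect of over 55% in size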
Target sequence (P08659 whole entry, looked up): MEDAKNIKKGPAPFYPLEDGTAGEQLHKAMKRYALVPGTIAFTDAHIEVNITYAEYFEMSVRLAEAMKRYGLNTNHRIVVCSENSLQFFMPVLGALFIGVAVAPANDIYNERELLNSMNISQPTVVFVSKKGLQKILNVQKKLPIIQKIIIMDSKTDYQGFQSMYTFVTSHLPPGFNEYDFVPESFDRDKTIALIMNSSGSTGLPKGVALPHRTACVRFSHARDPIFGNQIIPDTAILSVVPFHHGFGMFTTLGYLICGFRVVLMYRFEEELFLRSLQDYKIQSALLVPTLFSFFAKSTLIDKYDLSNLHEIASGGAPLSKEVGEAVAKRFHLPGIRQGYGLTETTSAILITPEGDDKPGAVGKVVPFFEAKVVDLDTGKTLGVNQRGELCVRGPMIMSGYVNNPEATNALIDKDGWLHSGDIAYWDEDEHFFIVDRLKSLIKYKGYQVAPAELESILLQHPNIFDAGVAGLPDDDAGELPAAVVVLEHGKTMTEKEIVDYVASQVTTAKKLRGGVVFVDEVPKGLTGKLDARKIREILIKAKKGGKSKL
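Biochemical qHTS of compounds, final roughly 60 µM downward over six points, against 10 nM purified firefly luciferase using Km concentrations of substrates (10 uM D-luciferin, 10 uM ATP) in Tris acetate pH 7.5 buffer; luminescence output.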
MBNL1-CUG inh – qHTS Assay for Inhibitors of MBNL1-poly(CUG) RNA binding. Muscleblind-like protein 1 (Homo sapiens), Q9NR56. TR-FRET MBNL1-His/biotin-(CUG)12 binding, 665/545 ratio. Potency, µM (highest dose often 57.5 µM), without a hit: at the highest dose activity change, negative = inhibition, actives largely listed as inhibitors. actives 0.036% (n = 280,000). AID 2675, 2010; active = well fitted inhibition curve with a large enough effect in the signal ratio, with a control signal flat, not every such curve was filed as active; inconclusive = small, poorly fitted or top-dose-only effect, or effect the other way, or a change in a side signal; inactive = no such curve, though single readings can be large or run the other way; the % refers to the signal ratio; also: potency is read from the fitted curve at half-maximal effect; % is scaled to controls: 0 for no effect and ±100 for the full control effect
Target sequence (Q9NR56 whole entry, looked up): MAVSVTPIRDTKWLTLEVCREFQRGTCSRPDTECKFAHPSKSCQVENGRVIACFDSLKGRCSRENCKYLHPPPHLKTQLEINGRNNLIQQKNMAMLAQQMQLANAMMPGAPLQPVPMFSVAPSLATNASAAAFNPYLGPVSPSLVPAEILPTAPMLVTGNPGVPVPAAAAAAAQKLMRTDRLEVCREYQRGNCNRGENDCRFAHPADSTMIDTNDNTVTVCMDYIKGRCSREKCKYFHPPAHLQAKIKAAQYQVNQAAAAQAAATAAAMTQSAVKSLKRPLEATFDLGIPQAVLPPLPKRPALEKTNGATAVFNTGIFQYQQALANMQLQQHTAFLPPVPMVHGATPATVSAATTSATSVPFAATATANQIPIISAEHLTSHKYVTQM
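His-tagged MBNL1 binding to biotinylated (CUG)12 RNA was measured by TR-FRET using terbium anti-His antibody (0.055 ng/ul final) and streptavidin-XL665 (5 nM final). Compounds were titrated 92 nM to 58 uM; 60 min at room temperature.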
KCNH2 3.1 block – qHTS for Inhibitors of KCHN2 3.1: Mutant qHTS. U2OS KCNH2 3.1, thallium flux FluxOr; hits give low values. activity change, % (tested at about 1.8 µM). actives 0.95% (n = 340,000). AID 720553, 2013;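 active = maximum activity change below -70%; inconclusive = maximum activity change from -70% to -50%; inactive = maximum activity change above -50%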;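 also: thallium influx rate constant from kinetic fluorescence after stimulation buffer; % is scaled to controls: 0 for no effect and ±100 for the full control effect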
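Thallium flux via FluxOr fluorescence (Red40 quencher, 45 min loading) in U2OS cells virally expressing the KCNH2 3.1 isoform (1.77 x 10^8 /mL virus, overnight at 37 C). Rate constants from 2-min kinetic reads post-stimulation, normalised to positive and negative controls.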
RORgamma inh – qHTS for inhibitors of ROR gamma transcriptional activity. AID 2551, 2010. Nuclear receptor ROR-gamma (Mus musculus), P51450. Potency, µM (titrated, usually from 53.6 µM), for the others: top-dose activity change, negative = inhibition, usual class: inhibitors. actives 5.4% (n = 310,000). Drosophila S2 Gal4-RORgamma UAS-luciferase reporter, 20 h; also: potency is read from the fitted curve at half-maximal effect; % is scaled to controls: 0 for no effect and ±100 for the full control effect; nearly all actives have a fitted effect of over 60% in size
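Luciferase reporter read in Schneider cells carrying Gal4-RORγ (mouse) and UAS-Photinus luciferase; cells given compound 1 h before 700 uM copper sulfate induction, then incubated 20 h at ambient temperature.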
Rab9 promoter act – qHTS Assay for Rab9 Promoter Activators; Huh7 Rab9 promoter-luciferase reporter, luminescence, 24 h; Potency, µM (highest dose often 9.22 µM), for the others: at the top dose activation, negative = inhibition, most hits filed as activators; actives 2.8% (n = 320,000); also: potency is read from the fitted curve at half-maximal effect; % of control where 0% means no effect; nearly all actives have a fitted effect of over 60% in size
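Using Huh7 cells stably transfected with Rab9 promoter–luciferase, compounds were incubated 24 h at 37 °C, 5% CO2; luciferase luminescence was read 10 min after reagent addition.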
NPC1 promoter act – qHTS Assay for NPC1 Promoter Activators; Huh7 NPC1 promoter luciferase reporter, 24 h; Potency, µM (highest dose often 9.22 µM), inactives show top-dose activation, usual class: activators; actives 2.4% (n = 320,000);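 also: potency is read from the fitted curve at half-maximal effect; % of control where 0% means no effect; nearly all actives have a fitted effect of over 60% in size; reporter is driven by a mutant NPC1 promoter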
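Luciferase expression driven by the NPC1 promoter was measured in stably transfected Huh7 cells after a 24 h compound incubation, using a luciferase reagent and a luminescence read.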
An asterisk follows results filed as active; ? = inconclusive; . = no result given; [ ] = another dose, or the depositor's remark. Unless noted, calls follow the shape of the dose curve; as a rule, active = well fitted curve in the direction sought with a large enough effect; inconclusive = small, poorly fitted or top-dose-only effect, or another doubt; inactive = no such curve, though single readings can be large; an effect the other way counts as inactive or inconclusive.

SMILES	Mito fusion yeast	VP16 counter	PKM2 activator	ELG1 DNA repair	Menin MLL FP TR	FLuc modulator	MBNL1-CUG inh	KCNH2 3.1 block	RORgamma inh	Rab9 promoter act	NPC1 promoter act
O=C(O)CC1Sc2ccccc2NC1=O (stereo unspecified)	-2%	-3%	-3%	6%	14%	-5%	-8%	-3	-2%	-1%	5%
CC(=O)Nc1ccc(S(=O)(=O)NC(CC(=O)O)c2ccc(C)cc2)cc1 (stereo unspecified)	5%	-13%	1%	?	.	3%	1%	6	12%	-1%	3%
CCOC(=O)Cc1csc(NC(=O)c2cc3ccccc3o2)n1	3%	-5%	-8%	?	26%	11µM*	?	19	-18%	?	?
COc1ccc(NC(=O)Cn2nnc(-c3ccccc3F)n2)cc1	1%	5%	3%	-1%	16%	-3%	7%	-46	13%	-2%	-3%
Cc1cccc(N2CCN(C(=O)c3cccs3)CC2)c1C	-1%	-13%	0%[11.5 µM]	-12%	-23%	3%	0%	-20	19%	3%	-3%
COC(=O)C1=C(C(=O)c2ccc(C)cc2)C(c2ccc(O)c(OC)c2)n2nnnc2N1 (stereo unspecified)	-2%	-5%	4%	2%	3%	-2%	19%	.	1%	-1%	6%
CCOC(=O)C1=C(CP(=O)(c2ccccc2)c2ccccc2)NC(=O)NC1c1ccc(Cl)cc1 (stereo unspecified)	-7%	0%	0%	-16%	?	3%	-10%	11	?	0%	-7%
O=C(COc1ncnc2cc([N+](=O)[O-])ccc12)NCc1ccc2c(c1)OCO2	-2%	11%	0%	-13%	.	-5%	?	-20	11%	-5%	0%
C/C(=N\NC(=O)c1cc(-c2ccc(C)s2)[nH]n1)c1ccncc1	2%	25%	-1%	6%	-7%	?	14%	-3	44%	10%	0%
CC(C)C1Oc2ccccc2N(CC(=O)N2CCOCC2)C1=O (stereo unspecified)	0%	10%	.	11%	.	0%	0%	18	-7%	4%	-2%
O=C(c1ccccn1)N1N=C2/C(=C/c3ccc(F)cc3)CCCC2C1c1ccc(F)cc1 (stereo unspecified)	?	?	-2%	-10%	-1%	4%	1%	-36	?	-4%	8%
COc1cc(NC(=O)c2cccc(C)c2)c(OC)cc1NC(=O)CN1CCCCC1	7%	-9%	-3%	?	?	?	-9%	-7	6%	1%	-9%

Entries of single compounds, quoted from the list. Order of values: Mito fusion yeast, VP16 counter, PKM2 activator, ELG1 DNA repair, Menin MLL FP TR, FLuc modulator, MBNL1-CUG inh, KCNH2 3.1 block, RORgamma inh, Rab9 promoter act, NPC1 promoter act
CC(C)C1Oc2ccccc2N(CC(=O)N2CCOCC2)C1=O (stereo unspecified) is listed with 0%, 10%, ., 11%, ., 0%, 0%, 18, -7%, 4%, -2%
CCOC(=O)Cc1csc(NC(=O)c2cc3ccccc3o2)n1 is listed with 3%, -5%, -8%, ?, 26%, 11µM*, ?, 19, -18%, ?, ?
COc1ccc(NC(=O)Cn2nnc(-c3ccccc3F)n2)cc1 is listed with 1%, 5%, 3%, -1%, 16%, -3%, 7%, -46, 13%, -2%, -3%
COC(=O)C1=C(C(=O)c2ccc(C)cc2)C(c2ccc(O)c(OC)c2)n2nnnc2N1 (stereo unspecified) is listed with -2%, -5%, 4%, 2%, 3%, -2%, 19%, ., 1%, -1%, 6%

Further results
SMILES	Mito fusion yeast	VP16 counter	PKM2 activator	ELG1 DNA repair	Menin MLL FP TR	FLuc modulator	MBNL1-CUG inh	KCNH2 3.1 block	RORgamma inh	Rab9 promoter act	NPC1 promoter act
COc1ccc(C2=NOC3(CC(=O)N(c4ccc(F)cc4)C3=O)C2)c(OC)c1 (stereo unspecified)	-3%	9%	-1%	0%	?	0%	12%	8	18%	-1%	-2%
CC(=O)Nc1sc2c(c1CN1CCN(c3ccccn3)CC1)CCCC2	-1%	3%	0%	-29%	-15%	9%	-2%	-9	6%	3%	-5%
CC(C)=NNc1cc([N+](=O)[O-])cc2c1C(=O)N(C)S2=O (stereo unspecified)	3%	8%	-2%	4%	1%	-1%	.	0	-14%	2%	4%
Cc1nn(Cc2ccc(C(=O)NC3CCCCC3)o2)c(C)c1Br	-2%	9%	8%	?	-13%	3%	-10%	-2	16%	1%	-2%
CN(c1ccccc1)S(=O)(=O)c1cc(C(=O)N2CCN(c3ccccn3)CC2)ccc1Cl	-6%	-9%	-1%	15µM*	3%	8%	2%	1	?	-3%	-2%
CCN(C(=O)COC(=O)c1cccc(-n2cnnn2)c1)C1CCCCC1	2%	2%	-5%	16%	-12%	-5%	-13%	25	5%	3%	0%
O=C(NNc1nc2ccccc2s1)Nc1ccccc1	6%	-27%	-3%	?	10%	?	.	7	?	?	3.2µM*
O=c1nc(C(F)(F)F)nc2ccccn12	-1%	-3%	8%	15%	10%	2%	-2%	-5	-2%	-5%	0%
CCOC(=O)Cc1ncccc1C(=O)Nc1ccc(OC)cc1	3%	7%	-3%	5%	-2%	-2%	?	7	-13%	-6%	0%
Cc1ccc(C(=O)N2N=C(c3ccccc3O)CC2c2ccccc2)cc1 (stereo unspecified)	-2%	-4%	.	7%	?	2%	-1%	-22	-4%	-11%	-4%
COc1cccc(CNC(=O)c2ccccc2NC(=O)C2=C(C)OCCS2)c1OC	-2%	-13%	0%	12µM*	24%	-8%	-3%	-23	10%	4%	6%
Cc1ccc(NC(=O)C2(S(=O)(=O)c3ccc(Cl)cc3)CC2)c(Br)c1	-9%	3%	.	-6%	-8%	3%	-2%	4	-2%	-1%	0%
CCN(CC)S(=O)(=O)c1ccc(-n2c(=O)c(C(C)C)c(C)n2C)cc1	2%	15%	9%	-3%	-6%	4%	0%	1	?	4%	0%
C=CCn1c(C)cc(C(=O)CN2C(=O)NC3(CCCc4ccccc43)C2=O)c1C (stereo unspecified)	0%	-4%	-4%	?	-2%	19µM*	11%	-3	26%	12%	0%
Cc1ccccc1NC(=O)Cc1nc(COC(=O)c2ccc(O)cc2O)cs1	-6%	.	-1%	?	2%	?	-10%	-11	.	-3%	0%
Cc1ccc(C(=O)c2c3ccccc3[n+]([O-])n2CCC(=O)O)cc1	1%	.	.	?	.	?	.	6	.	6%	-1%
C=CCSc1nnc(-c2cc3c(s2)-c2ccccc2CC3)o1	9%	-16%	-1%	?	-18%	12µM*	1%	-11	33%	?	0%
CC(=O)N1CCN(c2ccc(NC(=O)c3ccc([N+](=O)[O-])cc3Cl)cc2)CC1	-2%	-1%	-6%	-17%	23%	5%	?	9	0%	2%	0%
COc1ccc(/C=C2\SC(=S)N(CC(=O)NC3C=CS(=O)(=O)C3)C2=O)cc1 (stereo unspecified)	12%	-3%	.	2%	-4%	1.9µM*	?	-23	13%	1%	3%
FC(F)(F)c1ccccc1-n1c(-c2ccco2)n[nH]c1=S	2%	?	0%	?	2%	?	4%	7	14µM*	0%	-3%
COc1cccc(OCCc2c(C)n[nH]c2C)c1	-8%	?	6%	?	-8%	0%	3%	-8	?	-5%	-4%
O=c1[nH]c2ccccc2n2c(C(F)(F)F)nnc12	3%	-2%	.	12%	8%	-19%	-2%	-12	-25%	-11%[1.84 µM]	1%
Cc1ccc(Nc2oc(C)nc2C#N)cc1	-5%	10%	-2%	?	7%	?	-9%	-10	18%	15%	11%

Screens (PubChem BioAssay)

Only part of the results is shown; rates above refer to the full screens.
